# ARNT-TACC3 inh – ARNT/TACC3 interaction disruption; inhibition, % at 9.99 µM; AlphaScreen His-ARNT PAS-B/GST-TACC3 binding, luminescence; TACC3 fragment carries E629A point mutation; actives 0.66% (n = 390,000);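 active = mean inhibition of replicates at least 50% and at least half of replicates each reaching 50%; inconclusive = half or more replicates reach 50% but mean below 50%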;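 note: 0% = complete ARNT plus TACC3 wells and 100% = ARNT alone without TACC3; many hits fall short of the cut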
# Cneo AK release – causes C. neoformans cell lysis; lysis activity, % at 15 µM; actives 0.2% (n = 360,000); adenylate kinase release luminescence, 4 h; normalised: neutral wells 0, clomiphene wells 100;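 active = mean lysis activity across replicates of at least 80%, whatever share of replicates individually reach that level; inactive = mean lysis activity below 80%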
#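 Signal: Adenylate kinase release luminescence | Assay system: Log-phase Cryptococcus neoformans yeast cells | Input: Cells at 5 × 10^6 per mL | Buffer or medium: Fresh YPD growth medium | Compound: Single dose | Schedule: Static 4 h at 37 °C with compound, 1 h detection | Controls: Clomiphene | Read-out: Luminescence rise reflecting yeast cell lysis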
# esBAF inh – SWI/SNF esBAF complex inhibition; mouse ES cells, Bmi1-luciferase knock-in reporter, 24 h; 100% = twice the neutral-well signal; reporter increase, % at 12.5 µM; actives 2% (n = 350,000); in the data active = activation above about 40%; inconclusive = no clear call, values can overlap the other calls;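 note: 0% = median of the plate's neutral control wells and 100% = double that signal; a rise in the Bmi1 reporter signal indicates esBAF inhibition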
# SIRT5 inh – blocks human SIRT5 desuccinylation of peptide; Q9NXA8; Purified SirT5, succinyl-peptide AMC, trypsin-coupled fluorescence; inhibition, % at 15 µM; actives 1.1% (n = 330,000); AID 652115; in the data active = inhibition above about 15%; inconclusive = no clear call, values can overlap the other calls
# Target sequence (Q9NXA8 whole entry, looked up): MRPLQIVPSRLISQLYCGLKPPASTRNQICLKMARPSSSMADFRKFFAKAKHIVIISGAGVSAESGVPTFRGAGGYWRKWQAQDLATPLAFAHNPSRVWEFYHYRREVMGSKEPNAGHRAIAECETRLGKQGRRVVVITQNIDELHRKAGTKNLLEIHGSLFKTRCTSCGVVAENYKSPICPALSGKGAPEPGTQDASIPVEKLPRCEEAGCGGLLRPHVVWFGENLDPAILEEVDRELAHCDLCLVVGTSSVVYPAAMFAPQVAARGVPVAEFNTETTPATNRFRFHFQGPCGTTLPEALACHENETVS
# miR-122 sensor – blocks miR-122 activity in Huh7 sensor cells | Huh7 miR-122 Renilla luciferase sensor, 48 h; neutral wells = 0, positive control = 100 | activation (reporter increase), % at 12.5 µM | actives 0.3% (n = 340,000);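 active = mean replicate activation score at least 90 and every replicate individually at or above 90; inconclusive = only one of the two criteria met; inactive = neither criterion met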;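 note: higher luciferase means less miR-122 activity so hits act as miR-122 inhibitors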
# C2C12 statin – suppressors of simvastatin-induced myotoxicity in C2C12 myotubes; ATP luminescence, 48 h; scaled: DMSO 0, geranylgeraniol control 100; rescue of ATP level, % at 7.49 µM; actives 0.78% (n = 330,000); AID 602340;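 active = mean ATP rescue above about 67%, or every replicate alone reaching that limit, limit read from the data, passing the limit was not always enough; inconclusive = no clear call, values can overlap the other calls; inactive = mean under the limit and some replicate under it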;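 note: myotubes were challenged with 10 µM simvastatin during compound exposure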
# ERp5 inh – inhibitors of human ERp5; Q15084; ERp5 insulin aggregation, absorbance 650 nm, 90 min; inhibition, % at 9.99 µM; actives 0.05% (n = 350,000);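 active = mean replicate inhibition above about 25%, with every replicate also reaching it, limit read from the data, passing the limit was not always enough; inconclusive = only one of those two criteria met; inactive = neither criterion met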
# Target sequence (Q15084 whole entry, looked up): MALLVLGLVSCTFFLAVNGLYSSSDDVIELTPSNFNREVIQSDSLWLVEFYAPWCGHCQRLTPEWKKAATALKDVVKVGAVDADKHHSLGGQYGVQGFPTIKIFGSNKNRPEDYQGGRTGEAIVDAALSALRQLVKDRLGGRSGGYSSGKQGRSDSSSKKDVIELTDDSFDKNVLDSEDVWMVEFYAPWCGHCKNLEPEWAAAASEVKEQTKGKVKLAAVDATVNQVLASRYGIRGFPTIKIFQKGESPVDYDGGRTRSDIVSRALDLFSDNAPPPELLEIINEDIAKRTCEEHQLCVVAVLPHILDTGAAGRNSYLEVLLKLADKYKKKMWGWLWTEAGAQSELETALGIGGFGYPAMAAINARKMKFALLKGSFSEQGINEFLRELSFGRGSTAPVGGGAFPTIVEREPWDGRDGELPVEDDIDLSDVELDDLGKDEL
# Starred values were filed as active, the others as inactive; ? = inconclusive; nt = no result given; & = joins results of further samples; [ ] = another dose, or the depositor's remark.
SMILES,ARNT-TACC3 inh,Cneo AK release,esBAF inh,SIRT5 inh,miR-122 sensor,C2C12 statin,ERp5 inh
O=C(c1ccc(S(=O)(=O)N2CCCC2)cc1)N1CCN(S(=O)(=O)c2cccc(F)c2)CC1,8,6,6,-1,-3,2,2
O=C1C2CCCN2C(=S)N1c1cc(Cl)ccc1Cl (stereo unspecified),-2,4,-3,-2,nt,2,-5
O=C(C[C@H]1C[C@H]2c3cc(NC(=O)CC4CC4)ccc3O[C@H]2[C@@H](CO)O1)NCc1ccccc1,-9,2,-5,-3,2[16.7 µM],-3,-5
CC(=O)Nc1ccc2c(c1)C(=O)N(C)[C@@H]1CC[C@H](CC(=O)NCc3ccccc3)O[C@@H]1CO2,-9,3,0,nt,9[16.7 µM],-13,3
N#C/C(=C\c1ccc[nH]1)C(=O)Nc1ccccc1Cl,-2,1,28,-2,-1,19,6
O=C(OCc1ccccc1)N1CCC2CC1c1cc(-c3ccc4c(c3)OCO4)ccc12 (stereo unspecified),-3,2,11,-1,4,-1,0
CCO[C@@H]1c2c(ccc3ccc(=O)oc23)OC(C)(C)[C@H]1O,-1,1,-2,nt,-3,1,-5
CCN(C1CCS(=O)(=O)C1)S(=O)(=O)c1cccc([N+](=O)[O-])c1 (stereo unspecified),-8,nt,8,1,0,0,-4
C[C@@H]1CCCCO[C@H](CN(C)C(=O)CCC(F)(F)F)[C@@H](C)CN([C@H](C)CO)C(=O)c2cc(NS(C)(=O)=O)ccc2O1,27,-1,-2,-4,8[16.7 µM],9,0
C[C@@H]1CN([C@@H](C)CO)C(=O)c2cc(NC(=O)Nc3ccc4c(c3)OCO4)ccc2O[C@@H](C)CCCCO[C@@H]1CN(C)S(=O)(=O)c1ccc(F)cc1,19,-13,5,5,8[16.7 µM],nt,-5

# The final three compounds of the section above come first, to join the parts.
SMILES,ARNT-TACC3 inh,Cneo AK release,esBAF inh,SIRT5 inh,miR-122 sensor,C2C12 statin,ERp5 inh
CCN(C1CCS(=O)(=O)C1)S(=O)(=O)c1cccc([N+](=O)[O-])c1 (stereo unspecified),-8,nt,8,1,0,0,-4
C[C@@H]1CCCCO[C@H](CN(C)C(=O)CCC(F)(F)F)[C@@H](C)CN([C@H](C)CO)C(=O)c2cc(NS(C)(=O)=O)ccc2O1,27,-1,-2,-4,8[16.7 µM],9,0
C[C@@H]1CN([C@@H](C)CO)C(=O)c2cc(NC(=O)Nc3ccc4c(c3)OCO4)ccc2O[C@@H](C)CCCCO[C@@H]1CN(C)S(=O)(=O)c1ccc(F)cc1,19,-13,5,5,8[16.7 µM],nt,-5
CCOC(=O)c1cnn(-c2nc(SC)nc3sc4c(c23)CCC4)c1N,0,0,-3,nt,-3,2,nt
CCOc1ccc(CCNC(=O)Cc2ccc(NC3=NC4CS(=O)(=O)CC4S3)cc2)cc1 (stereo unspecified),-7,1,1,-5,5,-1,-9
COC(=O)c1sc(NC(=S)NC(=O)c2ccccc2Cl)nc1C,0,nt,nt,0,nt,nt,3
c1ccc(-c2cnn3nnnc3n2)cc1,-3,1,0,nt,0,3,nt
CCCCN1CNC(=S)N(c2ccc(C(=O)OCC)cc2)C1,0,nt,nt,-4,nt,nt,13
O=C1NC(c2ccc(Br)cc2)Nc2ccccc21 (stereo unspecified),-8,2,17,-4,nt,-34,0
C#Cc1ccc(CN2CCC(N3CCC(C(=O)NCc4ccccn4)CC3)CC2)cc1,7,3,0,1,-2,-1,0
Cc1ccc(Cc2c(C(C)(C)C)nc3cc(C)c(Br)c(C)n23)cc1,nt,3,-3,12,8,-4,1
C[C@@H]1CN([C@@H](C)CO)C(=O)c2cc(C#CCN(C)C)cnc2O[C@@H]1CN(C)Cc1ccccc1F,-5,-1,-3,-1,-6[16.7 µM],3,-8
CCCCC1(C)Cc2ccccc2C(=S)N1 (stereo unspecified),0,8,-9,nt,-3,1,nt
CCN(CC)c1ccc(C(=O)NC(=S)N2CCN(Cc3ccc4c(c3)OCO4)CC2)cc1,4,nt,nt,1,nt,nt,7
O=C(CSc1nnc(-c2ccc(NS(=O)(=O)c3ccccc3)cc2)o1)NCC1CCCO1 (stereo unspecified),27,0,2,nt,-1,-2,nt
C[C@H]1CN([C@@H](C)CO)C(=O)CCCn2cc(nn2)CO[C@@H]1CN(C)C(=O)OCc1ccccc1,-3,1&0,0&-7,2&-7,3[16.7 µM],-2&-5,0&6
COc1ccccc1N1C(=O)S/C(=C\c2cccs2)C1=O,-7,-2,34,-4,-9,10,1
CCc1cc2c(=O)c(-c3cscn3)coc2cc1O,0,-3,90*,nt,3,-13,nt
C[C@@H]1CN([C@@H](C)CO)C(=O)c2cc(NC(=O)Nc3cccc4ccccc34)ccc2O[C@@H](C)CCCCO[C@H]1CN(C)C(=O)Nc1ccccc1,0,-5,6,0,0[16.7 µM],nt,-4
COc1cccc(NC(=O)COC(=O)c2ccco2)c1,-10,nt,2,nt,-1,-6,nt
O=C(CNC(=O)c1ccco1)OCc1cccc(Cl)c1,-3,5,-4,nt,-6,4,nt
CCOc1ccc(S(=O)(=O)N2CCN(c3ccc(OC)cc3)CC2)c2cccnc12,9,-2,25,nt,-8,nt,nt
CC1CCN(S(=O)(=O)c2ccc3c(ccn3CC(=O)O)c2)CC1,-2,1,-7,-2,-5,1,0
O=C(COc1cc([N+](=O)[O-])cc2cccnc12)NCCC1=CCCCC1,15,-2,0,0,nt,-5,-1
S=C1N(c2ccccc2)C(c2ccc(Cl)cc2)N2CCCN12 (stereo unspecified),-4,1,-1,nt,13,0,nt
CC(=O)Nc1cccc(N/C=C(\C=O)c2nc3ccccc3o2)c1,-11,0,58*,nt,4,-8,nt
COc1ccccc1-c1cnc2c(c1)C(=O)N([C@H](C)CO)C[C@H](C)[C@@H](CN(C)CC1CCCC1)O2,-5,4,-6,-1,-3[16.7 µM],1,-2
O=C(CN1C(=O)CSc2ncccc21)N1CCOCC1,6,1,-1,nt,-4,-10,0
O=c1c2ccccc2nc(SCc2cccc(F)c2)n1C1CCCC1,-2,6,nt,nt,-5,nt,nt
O=C(/C=C/c1ccco1)c1ccccc1O,-7,nt,1,-3,-4,5,2
Cc1ccc(S(C)(=O)=O)cc1C(=O)OCC(=O)N(Cc1ccccc1)Cc1ccccc1,-4,-1,1,-1,-1,-6,1
S=c1[nH]nc(-c2ccccc2)n1/N=C/c1cccs1,-5,14,0,nt,2,8,1
C[C@@H]1CN([C@@H](C)CO)C(=O)c2cc(C#Cc3ccccc3F)cnc2O[C@H]1CN(C)C(=O)Cc1cccnc1,-1,-11,-3,-2,nt,11,-1
O=C(C[n+]1ccc(C(=O)c2ccccc2)cc1)Nc1ccccc1OC(F)F,2,3,nt,2,-1,4,1
C=CCSc1nnc(-c2cc3c(C(F)(F)F)nn(C)c3s2)n1C,-1,18,4,nt,nt,3,nt
CC(C)OC(=O)C1C(=O)CC(C)(O)C(C(=O)OC(C)C)C1c1ccc([N+](=O)[O-])cc1 (stereo unspecified),12,nt,nt,-2,nt,nt,-9
Cn1cc(C(c2ccccc2OCC(=O)O)c2cn(C)c3ccccc23)c2ccccc21,13,0,-4,-2,nt,?,0
COc1cccc(C(=O)NCC(=O)OCC(=O)NC2CCCCC2)c1,3,0,2,nt,-8,0,-7
CCCCC(NC(=O)Cc1c(C)c2cc3c4c(oc3cc2oc1=O)CCCC4)C(=O)O (stereo unspecified),14,-3,4,1,0,-5,-2
CC(C)NC(=O)N(C)C[C@H]1OCCCC[C@H](C)Oc2ccc(NC(=O)CCCN(C)C)cc2C(=O)N([C@@H](C)CO)C[C@H]1C,-1,-1,nt,-1,-3[16.7 µM],nt,-1
CCCNC(=O)Nc1cc(S(=O)(=O)CC)ccc1O,-2,3,2,5,-1,-2,nt
COC(=O)C1=C(C)N(CCCC(=O)O)C(=O)NC1c1ccc(Br)cc1 (stereo unspecified),-5,0,3,-3,-2,-12,3
COc1ccc(N2C(=O)CS(=O)C(c3ccccc3)C2=O)cc1 (stereo unspecified),-1,nt,nt,-2,nt,nt,-2
Cc1ccc(CNC(=O)C2CCN(S(=O)(=O)c3cccs3)CC2)cc1,3,-2,0,0,-4,-30,-2
CC(C)(C)c1ccc(C(=O)NCCC(=O)NCc2ccc(F)cc2)cc1,nt,0,-4,15*,-8,1,-3
CC(NC(=O)c1nn(C)c(=O)c2ccccc12)c1ccc(F)cc1 (stereo unspecified),-8,-1,6,nt,-1,0,nt
COc1ccc(CNC(=O)C(C)Cc2ccccc2)cc1O (stereo unspecified),-3,-3,0,nt,-2,-2,7
O=c1c2cn[nH]c2nc(SCc2c(F)cccc2F)n1-c1ccc(Cl)cc1,-6,nt,nt,-3,4,nt,2
Cc1ccccc1NC(=O)CSc1nc(N)c(C#N)c(-c2cccs2)c1C#N,-10,1,3,nt,8,7,nt
CC(C)NC(=O)Nc1ccc2c(c1)C(=O)N([C@@H](C)CO)C[C@@H](C)[C@H](CN(C)Cc1ccccc1)O2,-4,-8,1,-7,9[16.7 µM],-16,1
CN(CC(=O)Nc1ccc(F)cc1)C(=O)COC(=O)COc1ccc(C#N)cc1,2,1,-6,-2,-2,0,7
O=C(COc1ccc(Cl)cc1Cl)NCCCCc1ccccc1,-20,-3,-3,nt,nt,16,nt
COc1ccc(N(Cc2ccccc2)N=O)cc1,-1,1,7,-2,-1,8,5

# Later entries
SMILES,ARNT-TACC3 inh,Cneo AK release,esBAF inh,SIRT5 inh,miR-122 sensor,C2C12 statin,ERp5 inh
COc1cc(CNc2ncn[nH]2)ccc1OCC(=O)NC(C)(C)C,-5,4,-5,-3,-3,2,-2
Cc1ccc(S(=O)(=O)N2CCC(C(=O)OC(C)C(=O)NCc3ccccc3)CC2)cc1C (stereo unspecified),-4,-5,-8,2,nt,-15,4
CC(=O)Nc1ccc(SC(Sc2ccc(NC(C)=O)cc2)c2ccccc2)cc1,-2,0,15,-2,nt,-4,-16
CCc1nc2c(OCc3cc(Cl)cc(Cl)c3)cccn2c1N(C)C(=O)CC(C)C,nt,2,4,-4,-10,-20,-2
Cc1ccc(C(=O)NCc2nnc(SCC(=O)Nc3sc4c(c3C#N)CCCC4)n2C)cc1,0,-1,-1,nt,nt,22,nt
COc1ccc(CNC(=O)CSc2nnnn2-c2ccc(O)cc2)cc1,-2,-5,-8,nt,13,nt,nt
COc1ccccc1-c1nnc(SCC(=O)Nc2cc(C)on2)o1,2,-1,-5,nt,-2,-1,nt
Cc1ccc(S(=O)(=O)Nc2ccc(Br)cc2/C=N/n2cnnc2)cc1,-6,-1,-6,nt,nt,17,nt
Cc1ccc(S(=O)(=O)CC(=O)Nc2nccs2)cc1,3,nt,nt,-2,nt,nt,4
CCc1nc2c(OCc3ccc(F)c(F)c3)cccn2c1N(C)C(=O)c1ccncc1,nt,-1,-3,0,3,9,-5
CC1(C)Cc2cccc(OCC(=O)Nc3ccccc3N3CCOCC3)c2O1,6,-3,-2,nt,0,-4,nt
CCC(C)(C)n1nnnc1C(c1ccc(OC)cc1)N1CCN(C(=O)c2ccco2)CC1 (stereo unspecified),-1,3,-2,-1,7,9,3
C=CCn1c(=O)c2c(nc3n2CCCN3CCc2ccccc2)n(C)c1=O,4,2,2,-1,nt,-6,-1
C[C@@H]1CN([C@H](C)CO)C(=O)Cc2cc(NS(C)(=O)=O)ccc2O[C@H]1CN(C)C(=O)Nc1ccc2c(c1)OCO2,nt,2,-3,2,10[16.7 µM],-5,-2
Fc1cccc(CN2CCN(c3ncccn3)CC2)c1,-2,1,4,nt,-4,-6,nt
C[C@H](CO)N1C[C@H](C)[C@@H](CN(C)S(=O)(=O)c2cccs2)Oc2c(NC(=O)c3ccc(-c4nccs4)cc3)cccc2C1=O,-12,3,-2,4,3[16.7 µM],nt,-2
NC(=O)COc1cccc(/C=N/NC(=O)c2ccc(-n3cccc3)cc2)c1,-4,0,2,0,5,-9,-1
Cc1cc(C)n(Cc2ccc(NC(=O)c3nn(C)cc3[N+](=O)[O-])cc2)n1,-1,3,-4,nt,-2,20,nt

# Compounds were not picked by outcome; any-hit rate near 4%.
